EPAC1 antag = EPAC1 (human) antagonism; O95398; EPAC1 GEF assay, Rap1b-BODIPY-GDP exchange fluorescence; Potency, µM (highest dose often 115 µM), without a hit: top-dose activity change, negative = inhibition, most hits filed as inhibitors; 360,000 compounds, 0.14% hits; AID 720709;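 further: potency means the concentration at half of the fitted maximal effect; plate controls were vehicle for no effect and positive control for full effect; nearly all actives have a fitted effect of over 50% in size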
CCT modulator = cytosolic chaperonin activity modulation; activity change, % (concentration not given with the values), hits read low; 360,000 compounds, 0.3% hits; purified chaperonin ATPase assay, HTRF ADP detection, 30 min; in the data active means activity change below about -30%; further: on the % scale 0 is the no-effect control and ±100 the full control effect
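ATPase activity: ADP formed was measured by HTRF Transcreener (665/615 nm ratio) after 30 min at 37 deg C with 10 uM ATP. Compounds screened at one 76 uM concentration against 40 or 20 nM TRiC in Tris pH 7.4/KCl/MgCl2/DTT buffer.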
PLK1 PBD inh = blocks phosphopeptide binding to human PLK1 polo-box domain; P53350; Plk1 PBD binding of FITC phosphopeptide, fluorescence polarization; Potency, µM, inactives show max response, negative = inhibition, hits mostly inhibitors; 360,000 compounds, 2.8% hits; AID 720504; further: potency means the concentration at half of the fitted maximal effect; series mostly up to about 57 µM; on the % scale 0 is the no-effect control and ±100 the full control effect; nearly all actives have a fitted effect of over 65% in size
Target sequence (P53350 whole entry, looked up, the tested form may be a part): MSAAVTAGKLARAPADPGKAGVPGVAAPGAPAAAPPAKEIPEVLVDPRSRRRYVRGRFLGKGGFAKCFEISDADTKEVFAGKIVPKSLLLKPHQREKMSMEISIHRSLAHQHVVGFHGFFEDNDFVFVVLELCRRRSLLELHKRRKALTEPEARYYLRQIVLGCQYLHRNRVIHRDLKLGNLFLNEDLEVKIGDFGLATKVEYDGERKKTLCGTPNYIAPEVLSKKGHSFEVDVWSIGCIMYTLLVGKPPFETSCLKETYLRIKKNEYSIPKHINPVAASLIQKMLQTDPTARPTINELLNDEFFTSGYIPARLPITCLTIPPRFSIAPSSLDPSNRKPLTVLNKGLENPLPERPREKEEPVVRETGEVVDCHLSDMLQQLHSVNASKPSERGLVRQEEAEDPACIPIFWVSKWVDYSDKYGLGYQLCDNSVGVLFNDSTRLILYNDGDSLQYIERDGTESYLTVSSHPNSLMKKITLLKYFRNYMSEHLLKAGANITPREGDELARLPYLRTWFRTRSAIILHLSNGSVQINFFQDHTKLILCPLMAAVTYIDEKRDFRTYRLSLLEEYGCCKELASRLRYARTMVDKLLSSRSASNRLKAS
WRN inhibitor = blocks human WRN helicase; Potency, µM (highest dose often 114 µM), for inactives: at the highest dose activity change, negative = inhibition, most hits filed as inhibitors; WRN helicase unwinding, fluorescent forked duplex, kinetic; Q14191; 360,000 compounds, 0.46% hits; AID 651768; further: potency means the concentration at half of the fitted maximal effect; on the % scale 0 is the no-effect control and ±100 the full control effect; nearly all actives have a fitted effect of over 55% in size
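Kinetic fluorescence helicase assay: unwinding of a quenched forked DNA duplex (100 nM final) with 2 mM ATP final raises red fluorescence (525/598 nm). Compounds sat 15 min at room temperature with 20 nM WRN beforehand.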
EPAC1 agonist = activates human EPAC1 exchange factor; EPAC1 agonist qHTS, biochemical assay; response scale: 100% = response to 6.5 mM cAMP; Potency, µM (doses to about 154 µM), for the others: top-dose activation, actives largely listed as activators; 360,000 compounds, 0.073% hits; further: potency means the concentration at half of the fitted maximal effect; nearly all actives have a fitted effect of over 60% in size
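Multi-concentration qHTS readout: loss of Rap1B-bound BODIPY-GDP fluorescence driven by 100 nM EPAC1 with excess GDP (50 uM), monitored kinetically at room temperature; agonist response expressed relative to 6.5 mM cAMP.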
EPAC2 antagonist = EPAC2 (human) antagonism; EPAC2 GEF exchange of Rap1B-BODIPY-GDP, fluorescence; Potency, µM (top dose mostly 114 µM), for the others: at the highest dose activity, negative = inhibition, most hits filed as inhibitors; 360,000 compounds, 0.18% hits; AID 720708; further: potency means the concentration at half of the fitted maximal effect; on the % scale 0 is the no-effect control and ±100 the full control effect; nearly all actives have a fitted effect of over 45% in size; many of its hits are not listed in these tables
MmCpn inh = inhibitors of Methanococcus maripaludis chaperonin (MmCpn). purified Mm-Cpn ATPase, ADP Transcreener TR-FRET. AID 504842. Potency, µM (titrated, usually from 76.9 µM), for the others: at the highest dose activity, negative = inhibition, usual class: inhibitors. 330,000 compounds, 0.031% hits; further: potency means the concentration at half of the fitted maximal effect; on the % scale 0 is the no-effect control and ±100 the full control effect; nearly all actives have a fitted effect of over 80% in size
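ATPase turnover read by TR-FRET ADP competition (Eu cryptate antibody/ADP-d2, 665/590 nm): 10uM ATP final, 25nM Mm-CPN final, 30 min 37degC after 10-min compound preincubation, pH 7.4 Tris/KCl/MgCl2/DTT buffer.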
PI5P4K alpha inh = inhibitors of human PI5P4K alpha; P48426; 330,000 compounds, 1.2% hits; max response, %; AID 652105; PI5P4Kalpha enzyme, ADP-Glo luminescence, 60 min; hits give low values; active means max response of -50% or lower; inconclusive means between -30% and -50%; inactive means -30% or higher; further: value at the top dose of about 77 µM; on the % scale 0 is the no-effect control and ±100 the full control effect
Target sequence (P48426 whole entry, looked up): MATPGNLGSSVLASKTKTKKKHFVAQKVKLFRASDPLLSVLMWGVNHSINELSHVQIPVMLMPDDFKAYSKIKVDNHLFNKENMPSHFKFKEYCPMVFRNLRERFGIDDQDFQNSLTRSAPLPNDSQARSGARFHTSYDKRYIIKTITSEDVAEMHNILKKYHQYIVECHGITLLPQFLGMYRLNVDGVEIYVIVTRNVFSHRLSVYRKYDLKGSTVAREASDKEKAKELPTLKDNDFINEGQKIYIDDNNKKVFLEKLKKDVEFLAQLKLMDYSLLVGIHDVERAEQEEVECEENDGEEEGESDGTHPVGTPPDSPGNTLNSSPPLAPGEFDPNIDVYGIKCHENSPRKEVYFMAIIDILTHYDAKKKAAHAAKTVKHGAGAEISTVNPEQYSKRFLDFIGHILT
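ADP-Glo luminescence end-point after a 60 min room-temperature kinase reaction. PI5P4Kalpha and substrate in HEPES pH 7.4 buffer with EGTA, 0.1% CHAPS and 5% DMSO; ATP at 5 microM final.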
The depositor's hits bear a star; ? = inconclusive; . = no result given; & = joins results of further samples; [ ] = dose if it differs, or a comment. Unless noted, the call rests on the fitted dose curve; in most records, active means well fitted curve in the direction sought with a large enough effect; inconclusive means small, poorly fitted or top-dose-only effect, or another doubt; inactive means no such curve, though single readings can be large; an effect the other way counts as inactive or inconclusive. This is a subset (hit frequency here may not be typical).

molecule	EPAC1 antag	CCT modulator	PLK1 PBD inh	WRN inhibitor	EPAC1 agonist	EPAC2 antagonist	MmCpn inh	PI5P4K alpha inh
CN(C)CCCNC(=O)c1ccc(-c2cc(O)c3ncccc3c2)cc1	-1%	.	.	.	4%	11%	0%&0%	.
CN(NS(=O)(=O)c1ccc(Cl)cc1)c1nc(C(F)(F)F)nc2ccccc12	3%	-8.1	-11%	4%	1%	4%	1%	4
COC(=O)CN1C(=O)[C@H]2[C@@H](c3ccc(C)o3)N3C(=O)CN(Cc4ccccc4)C(=O)[C@@]3(Cc3ccccc3)[C@H]2C1=O	-7%	-1.0	-20%	5%	-28%	-14%	0%	?
Cc1ccc(N2C(=O)CN(Cc3sccc3C)C2=S)cc1C	11%	-1.1	0%	0%	0%	1%	0%	1
O=C(O)C(=Cc1ccccc1)Cc1ccccc1	-28%	1.0	-3%	-3%	12%	-4%	.	1
CCCCOP(=O)(c1ccc(N(C)C)cc1)C(O)c1ccc(N(C)C)cc1 (stereo not given)	-25%	-1.5	-7%	-1%	-4%	-15%	-1%	2
COCCCn1c(SCC(=O)N2CCc3ccccc32)nnc1-c1ccoc1C	23%	-1.7	-12%	-8%[11.6 µM]	6%	5%	.	-10
CC(=O)c1cc2c(cc1NC(=O)CN1CCCCCC1)OCO2	3%	-1.1	-8%	-1%	5%	-1%	-2%	0
Nc1nc2ccc(Oc3ccccc3)cc2s1	-1%	2.4	-11%	1%	-7%	-2%	-1%	-1
CCC(=O)N1CCN(c2c(Cl)cccc2[N+](=O)[O-])CC1	9%	3.2	-1%	-11%	-7%	14%	-4%	12
CCOC(=O)C1=C(c2ccccc2)Nc2ncnn2C1c1cc(OC)cc(OC)c1OC (stereo not given)	-4%	-0.2	-2%	0%	-3%	-3%	2%	.
COc1ccc(Oc2ccc(/C=C/C(=O)c3ccc(O)cc3)cc2[N+](=O)[O-])cc1	-5%	-4.0	-6%	-9%	12%	3%	-3%	-8
O/N=C1/CC/C(=N\O)c2nn(-c3ccccc3)nc21	-22%	-2.6	-3%	5%	-3%	6%	-5%	3
CSc1ccc(/C=N/N2CCN(C)CC2)cc1	-9%	-2.7	-13%	-4%	5%	-1%	0%	-3
CCN1C(=O)C(CC(=O)Nc2ccccc2Cl)N(NC(=O)c2cccc(F)c2)C1=S (stereo not given)	-5%	-0.4	-5%	-26%	5%	14%	-2%	9
COc1ccc(NC(=O)N(C)C[C@@H]2OCc3cnnn3CCCC(=O)N([C@@H](C)CO)C[C@H]2C)cc1	0%	-3.0	-3%	2%	-9%	2%	.	1
O=C(Oc1cccc2cccnc12)c1ccc(N2C(=O)C3C4CCC(C4)C3C2=O)cc1 (stereo not given)	-7%	-0.8	-6%	-7%	3%	2%	2%	-4
CN1CCN(CCNC(=O)Nc2ccccc2C(F)(F)F)CC1	-17%	-1.3	-7%	-2%	5%	-1%	0%	1
COc1ccccc1-n1c(SCC(=O)Nc2cc(C)on2)nc2c(c1=O)SCC2	0%	0.7	4%	3%	-15%	-16%	3%	-2
CCc1cc2c(SCc3ccc(C(=O)OC)o3)ncnc2s1	4%	-1.8	-14%	-3%	5%	-9%	0%	5
C=CCNc1nc(N)c([N+](=O)[O-])c(NC2CCCCC2)n1	-10%	-44*	-17%	6%	8%	-1%	1%	-4
CNC(=S)NC1CC2CCCC(C1)N2Cc1ccc(C)cc1 (stereo not given)	?	0.1	-3%	-1%	8%	-2%	-1%	0
CCN1C(=O)/C(=C/c2c(C)nn(C)c2C)SC1=S	4%	0.6	-16%	-15%	0%	13%	4%	.
O=C(Nc1cccc(F)c1)c1ccco1	-19%	0.6	-10%	1%	0%	5%	2%	-4
Cc1c(C(=O)NCc2cccs2)sc(=O)n1Cc1ccc(S(C)(=O)=O)cc1	-2%	-1.1	-19%	13%[57.1 µM]	6%	6%	.	-1
COc1ccc(NS(=O)(=O)c2ccc(Oc3cccc(C(=O)O)c3)cc2)cc1	-14%	-4.7	?	3%[57.1 µM]	1%	-10%	0%	-16
CCOc1ccc(NC(=O)CNC(=O)Cc2ccccc2)cc1	-24%	-0.8	-17%	5%	1%	1%	0%	6
O=C(CCn1cncn1)N1CCCC(N2CCN(c3cccc(C(F)(F)F)c3)CC2)C1 (stereo not given)	-14%	-2.8	-2%	-21%	5%	1%	2%	0
O=C(CSc1nc2ccccc2o1)NC(=O)NCc1ccccc1	9%	-0.4	-10%	3%	9%	0%	3%	-1
COc1cc(-c2onc3ccc(Br)cc23)cc(OC)c1OC	6%	-1.5	-7%	2%	-1%	0%	-1%	11

One compound at a time, from the list above. Values in the order: EPAC1 antag | CCT modulator | PLK1 PBD inh | WRN inhibitor | EPAC1 agonist | EPAC2 antagonist | MmCpn inh | PI5P4K alpha inh
Entry for CN1CCN(CCNC(=O)Nc2ccccc2C(F)(F)F)CC1 = -17% | -1.3 | -7% | -2% | 5% | -1% | 0% | 1
Entry for CN(C)CCCNC(=O)c1ccc(-c2cc(O)c3ncccc3c2)cc1 = -1% | . | . | . | 4% | 11% | 0%&0% | .
Entry for CCCCOP(=O)(c1ccc(N(C)C)cc1)C(O)c1ccc(N(C)C)cc1 (stereo not given) = -25% | -1.5 | -7% | -1% | -4% | -15% | -1% | 2
Entry for COc1ccc(NS(=O)(=O)c2ccc(Oc3cccc(C(=O)O)c3)cc2)cc1 = -14% | -4.7 | ? | 3%[57.1 µM] | 1% | -10% | 0% | -16
Entry for COC(=O)CN1C(=O)[C@H]2[C@@H](c3ccc(C)o3)N3C(=O)CN(Cc4ccccc4)C(=O)[C@@]3(Cc3ccccc3)[C@H]2C1=O = -7% | -1.0 | -20% | 5% | -28% | -14% | 0% | ?

Remaining list, next part:
molecule	EPAC1 antag	CCT modulator	PLK1 PBD inh	WRN inhibitor	EPAC1 agonist	EPAC2 antagonist	MmCpn inh	PI5P4K alpha inh
CC1=NN(c2nc(-c3ccc(C)cc3)cs2)C(=O)C1N=Nc1cccc(C)c1 (stereo not given)	13%	-5.8	-7%	-23%	-8%	2%	-1%	2
COc1ccccc1NC(=O)c1ccccc1S(=O)(=O)c1ccc([N+](=O)[O-])cc1	6%	-2.0	-8%	-29%	14%	-4%	1%	8
Cc1nc(C(F)(F)F)ccc1C(=O)NN1CCOCC1	0%	4.1	7%	-2%	2%	-4%	0%	4
CCCCOC(=O)c1ccc(NC(=O)CSc2nncn2C)cc1	-10%	-0.5	-10%	10%	-8%	-7%	-1%	7
COc1ccc(CC(=O)N2CCOCC2)cc1	-8%	-7.6	?	-4%	1%	-5%	-1%	-6
COc1ccc(C(C)=O)cc1COC(=O)c1ccc2ccccc2n1	-4%	-0.3	-14%	-2%	1%	2%	-2%	-1
CCOc1cc(C(=O)NC)cc(Br)c1OCc1ccccc1	-2%	-1.5	6%	4%	-13%	-4%	1%	7
COc1ccc2ccc(=O)oc2c1CC(=O)C(C)C	-7%	0.1	-8%	0%	-10%	-9%	-1%	5
Cc1cc(C)n(CCNC(=O)[C@H]2O[C@@H](n3cnc4c(N)ncnc43)[C@H](O)[C@@H]2O)n1	2%	-0.5	0%	-10%	-11%	-23%	.	3
C[C@]12C=CC(=O)C=C1CCC1C2CC[C@@]2(C)C1CCC21OCCO1 (stereo not given in full)	4%	0.1	-4%	0%	8%	-12%	0%	-3
CC(Oc1ccc2ccc(=O)oc2c1)C(=O)c1ccccc1 (stereo not given)	13%	-3.3	5%	6%	-6%	16%	3%	-5
CC(N)C12CC3CC(CC(O)(C3)C1)C2 (stereo not given)	7%	-2.7	-6%	-3%[57.1 µM]	5%	-3%	4%	.
CCOc1ccc(C(=O)N/N=C/c2cc(Cl)ccc2[N+](=O)[O-])cc1	?	-2.4	0%	-25%	1%	-21%	3%	1
O=C(CSc1nc2ccccc2c(=O)n1-c1ccccc1)N1CCCC1	3%	-1.1	-7%	3%	5%	4%	2%	-2
CSc1nc(N)nc2c1ncn2CC(=O)N[C@H](CO)Cc1c[nH]c2ccccc12	-2%	-1.5	-7%	4%	-3%	-2%	1%	0
COc1cc(C(=O)NNC2=NC(C)(C)Cc3cc(C)c(C)cc32)cc(OC)c1OC	5%	-1.5	-9%	9%	9%	21%	1%	1
COc1ccc(C2CC(c3ccc(OC)cc3)n3nc(NS(C)(=O)=O)nc3N2)cc1 (stereo not given)	-13%	0.6	-3%	-7%	-10%	7%	0%	-1
CC1(C(=O)NS(=O)(=O)c2cccc(Cl)c2)CCN1C(=O)Cc1cccs1 (stereo not given)	-12%	1.1	-5%	-4%	7%	-7%	.	-1

Laid out differently: results already given.
Under each structure: EPAC1 antag	CCT modulator	PLK1 PBD inh	WRN inhibitor	EPAC1 agonist	EPAC2 antagonist	MmCpn inh	PI5P4K alpha inh
CCC(=O)N1CCN(c2c(Cl)cccc2[N+](=O)[O-])CC1
→ 9%	3.2	-1%	-11%	-7%	14%	-4%	12
COC(=O)CN1C(=O)[C@H]2[C@@H](c3ccc(C)o3)N3C(=O)CN(Cc4ccccc4)C(=O)[C@@]3(Cc3ccccc3)[C@H]2C1=O
→ -7%	-1.0	-20%	5%	-28%	-14%	0%	?
COCCCn1c(SCC(=O)N2CCc3ccccc32)nnc1-c1ccoc1C
→ 23%	-1.7	-12%	-8%[11.6 µM]	6%	5%	.	-10
CN(NS(=O)(=O)c1ccc(Cl)cc1)c1nc(C(F)(F)F)nc2ccccc12
→ 3%	-8.1	-11%	4%	1%	4%	1%	4
CCc1cc2c(SCc3ccc(C(=O)OC)o3)ncnc2s1
→ 4%	-1.8	-14%	-3%	5%	-9%	0%	5
COc1ccc(CC(=O)N2CCOCC2)cc1
→ -8%	-7.6	?	-4%	1%	-5%	-1%	-6

Bioassay records deposited in PubChem BioAssay by National Center for Advancing Translational Sciences (NCATS).
